# SIRT5 inh: blocks human SIRT5 desuccinylation of peptide. 330,000 tested, 1.1% active. AID 652115. Q9NXA8. Purified SirT5, succinyl-peptide AMC, trypsin-coupled fluorescence. inhibition, % at 15 µM; in the data active means inhibition above about 15%; inconclusive means no clear call, values can overlap the other calls
# Target sequence (Q9NXA8 whole entry, looked up): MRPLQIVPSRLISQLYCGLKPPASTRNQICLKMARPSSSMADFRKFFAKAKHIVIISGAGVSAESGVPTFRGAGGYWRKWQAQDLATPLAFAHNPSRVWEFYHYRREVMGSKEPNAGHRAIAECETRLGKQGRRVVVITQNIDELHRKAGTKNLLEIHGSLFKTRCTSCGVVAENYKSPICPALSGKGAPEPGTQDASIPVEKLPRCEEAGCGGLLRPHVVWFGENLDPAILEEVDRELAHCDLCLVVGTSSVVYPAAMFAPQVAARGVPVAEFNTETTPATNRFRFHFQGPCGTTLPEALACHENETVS
# ARNT-TACC3 inh: disruptors of human ARNT/TACC3 interaction | inhibition, % at 9.99 µM | AlphaScreen His-ARNT PAS-B/GST-TACC3 binding, luminescence; TACC3 fragment carries E629A point mutation | AID 623870 | 390,000 tested, 0.66% active;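 active means mean inhibition of replicates at least 50% and at least half of replicates each reaching 50%; inconclusive means half or more replicates reach 50% but mean below 50%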;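 further: 0% = complete ARNT plus TACC3 wells and 100% = ARNT alone without TACC3; many hits fall short of the cut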
# PAX8 reporter: lowers PAX8-driven luciferase in RMG-I cells | RMG-I TPO-luciferase reporter, SteadyGlo, 24 h | inhibition, % at 12.6 µM | 360,000 tested, 1.2% active;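 active means mean replicate inhibition at least 60% with every replicate also reaching 60%; inconclusive means only one of the two criteria is met; inactive means mean below 60% and not all replicates reaching 60%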;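 further: luciferase light reporting Pax8 driven TPO promoter activity; plate controls were median of neutral control wells for no effect and mitoxantrone controls for full effect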
# EWS-Fli inh: inhibitors of EWS/Fli oncoprotein transcriptional activity. 350,000 tested, 0.67% active. inhibition, % at 12.6 µM. A673 NR0B1-luciferase reporter, viability-normalised;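 active means mean inhibition of at least 50% after viability correction, with every replicate also passing that limit; inconclusive means mean reaches 50% but only one of two replicates passes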;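 further: firefly luciferase signal divided by Alamar Blue viability fluorescence both relative to DMSO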
# CASP6 VEID inh: caspase-6 (human) enzyme inhibition | inhibition, % at 12.5 µM | 350,000 tested, 0.53% active | purified caspase-6, Z-VEID-R110 cleavage fluorescence | AID 686996 | P55212;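 active means mean inhibition across replicates at least about 35%, with every replicate also reaching that limit, limit read from the data; inconclusive means only one of the two criteria met; inactive means neither criterion met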;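 further: 0% = median of neutral control wells and 100% = no fluorescence left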
# Target sequence (P55212 24-179 limits assumed): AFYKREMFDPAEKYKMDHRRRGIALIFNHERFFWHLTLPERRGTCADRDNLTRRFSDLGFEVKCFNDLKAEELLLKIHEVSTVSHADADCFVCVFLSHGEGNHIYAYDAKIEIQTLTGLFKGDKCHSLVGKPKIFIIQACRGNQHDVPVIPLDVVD
# Target sequence (P55212 194-293 limits assumed): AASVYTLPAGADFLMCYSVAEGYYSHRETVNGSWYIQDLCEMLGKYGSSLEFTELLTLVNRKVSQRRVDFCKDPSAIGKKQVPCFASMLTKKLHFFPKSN
# DENV2 CPE rescue: DENV2-induced cell death inhibition; DENV2-infected cells, cytopathic effect rescue, plate reader; CPE inhibition, % at 9.99 µM; 350,000 tested, 1.7% active; AID 651640; in the data active means CPE inhibition above about 20%, passing the limit was not always enough; inconclusive means no clear call, values can overlap the other calls; tested in BHK-21 cells;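 further: 0% = median of neutral control wells and 100% = median of positive control wells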
# LGR2 antag: Drosophila LGR2 receptor signaling inhibition | HEK293 LGR2, CRE-luciferase, bursicon-stimulated, 4 h | inhibition, % at 9.99 µM | 380,000 tested, 0.35% active;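 active means drop in luminescence signal, shown as inhibition above about 50% in the replicate tests, limit read from the data, passing the limit was not always enough; inconclusive means probably only some replicates passing the limit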;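 further: agonist challenge used bursicon conditioned medium at about half maximal strength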
# Numbers without * were called inactive; ? = inconclusive; · = no result given; & = joins results of further samples. Outcome played no part in choosing rows. About 4.9% of those tested had a hit in this group.
SMILES,SIRT5 inh,ARNT-TACC3 inh,PAX8 reporter,EWS-Fli inh,CASP6 VEID inh,DENV2 CPE rescue,LGR2 antag
O=C(NCC(F)(F)F)[C@@H]1[C@@H](CO)[C@@H]2Cn3c(cccc3=O)[C@H]1N2C(=O)C1CC1,3.6,2.4,·,2.5,0.1,-1.1,3.2
Cc1nc(NC(=S)NC(=O)c2ccccc2)sc1C,4.2,-2.9,-103.6,-93.4,-1.1,-3.1,-45.7
COc1ccc(NC2CC(=O)N(c3ccc(C(=O)O)cc3)C2=O)cc1 (configuration not stated),0.1,-0.9,-42.5,3.5,5.8,-3.4,-24.0
C[C@@H]1CN([C@H](C)CO)C(=O)c2cc(C3=CCCCC3)cnc2O[C@H]1CN(C)Cc1ccncc1,1.5,-0.8,·,0.8,-0.2,-2.4,6.1
COc1ccc(-c2ccc([C@H]3[C@H](CO)N[C@@H]3C#N)cc2)cc1,-2.0,6.3,4.5,2.9,-1.1,-5.1,-15.4
COc1cc(Nc2cc(C)nc3nc(C)nn23)cc(OC)c1OC,·,1.1,5.5,1.4,3.0,10.3,-1.4
Cc1noc(C)c1S(=O)(=O)N(C)C[C@@H]1Oc2ccc(NC(=O)Nc3ccc(F)cc3)cc2CC(=O)N([C@H](C)CO)C[C@@H]1C,5.1,-2.1,-15.1,1.7,0.1,-5.8,-5.3
CC(=O)C1CCC2C3CCC4CC(OC(=O)CCC(=O)O)CCC4(C)C3C(=O)CC12C (configuration not stated),·,·,4.2,2.7,-2.7,3.0,·
N#Cc1ccc(CN2CCN(C(=O)C3CC(=O)N(c4ccccc4F)C3)CC2)cc1 (configuration not stated),-0.1,-9.5,10.8,0.0,-0.1,-1.7,4.9
C[C@H]1CCCCO[C@@H](CN(C)Cc2ccc3c(c2)OCO3)[C@@H](C)CN([C@@H](C)CO)C(=O)c2cc(NC(=O)Nc3ccc(C(F)(F)F)cc3)ccc2O1,-3.4,17.9,-18.2,-5.0,0.6,-33.2,21.7
C[C@@H]1CN([C@H](C)CO)C(=O)c2cc(NC(=O)Cn3cnnn3)ccc2O[C@@H]1CN(C)S(=O)(=O)c1ccc(F)cc1,2.8,-3.0,·,-0.6,1.3,-10.2,-8.3
Oc1cccc(C(=S)N2CCCCC2)c1,·,10.3,-4.7,4.0,1.6,0.3,-6.8
COc1ccccc1CNC(=O)CN(c1ccc(C)cc1)S(=O)(=O)c1c(C)nn(C)c1C,-0.2,1.5,-2.9,·,0.2,·,7.2
C[C@@H]1CCCCO[C@@H](CN(C)S(=O)(=O)c2ccccc2)[C@@H](C)CN([C@@H](C)CO)C(=O)c2cc(NC(=O)CCC(F)(F)F)ccc2O1,3.2,-7.6,-0.3,-0.7,-0.7,4.2,3.0
N#Cc1ccc(-c2ccc3c(c2)[C@H]2[C@H](CCN2C(=O)c2ccc(F)cc2)[C@@H](CO)N3)cc1,·,-4.5,10.1,11.5,·,-16.3,4.8
C=CCOc1ccc(C2C(C(=O)c3ccco3)=C(O)C(=O)N2c2nnc(C)s2)cc1 (configuration not stated),2.2,-0.2,-61.8,-18.6,1.9,-1.0,-42.2
CN1CCN(C(=O)C[C@@H]2CC[C@@H]3[C@H](COC[C@H](O)CN3Cc3cccc(Cl)c3)O2)CC1,-5.8,-3.7,-2.7,3.3,0.3,-13.7,-0.3
C#CC(C)(C)NC(=S)NC1CC2C=CC1C2 (configuration not stated),-1.2,-3.5,-2.8,-2.5,-1.6,0.4,-13.3
Cc1noc(C)c1NC(=O)N(C)C[C@H]1Oc2ccc(NC(=O)Nc3ccccc3)cc2C(=O)N([C@H](C)CO)C[C@@H]1C,-3.1,-4.0,-13.8,-0.9,0.1,-3.6,2.0&-2.0
c1cncc(C2OCC3(CO2)COC(c2cccnc2)OC3)c1 (configuration not stated),-4.2,-6.9,2.8,-11.8,-0.5,·,25.6
O=C(CCNC(=O)c1ccc(Cl)cc1)NNC(=O)c1ccc(F)cc1,3.2,-3.6,7.2,2.6,1.9,?,-11.1
C(=N\Nc1nc2ccccc2[nH]1)/c1cccc2nccnc12,-0.8,10.7,10.5,-13.0,-0.1,-12.4,-6.5
Cc1cccc(C(=O)O/N=C(\N)CS(=O)(=O)c2ccccc2)c1,1.5,-6.4,·,·,0.7,-3.1,19.3
C[C@@H]1CCCCO[C@H](CN(C)C(=O)CCCN(C)C)[C@@H](C)CN([C@@H](C)CO)C(=O)c2cc(NC(=O)c3ccccc3)ccc2O1,·,·,3.4,-1.9,·,·,-9.5
C[C@@H]1CN([C@@H](C)CO)C(=O)Cc2cc(NC(=O)C3CC3)ccc2O[C@H]1CN(C)C(=O)Nc1ccccc1,-0.3,2.6,1.1,-1.6,3.8,-14.0,-2.5
# (further entries)
SMILES,SIRT5 inh,ARNT-TACC3 inh,PAX8 reporter,EWS-Fli inh,CASP6 VEID inh,DENV2 CPE rescue,LGR2 antag
Cc1noc(/C=C/c2cccs2)c1S(=O)(=O)N1CCC(C(=O)NCCCN2CCCC(C)C2)CC1 (configuration not stated),1.1,·,15.3,-5.4,-8.1,·,-0.4
O=C(C[C@H]1CC[C@H](NC(=O)Nc2ccccc2F)[C@H](CO)O1)NCc1ccccc1,7.2,·,-14.3,4.7,0.8,-2.0,12.0
C[C@@H]1CN([C@@H](C)CO)C(=O)c2cccc(NS(=O)(=O)c3cccs3)c2O[C@@H]1CN(C)S(=O)(=O)c1ccccc1,-5.0,3.0,·,5.5,36.6*,2.4,21.9
Cc1cc(C)c(S(=O)(=O)N(C)CC(=O)N2CCCC2)c(C)c1,·,·,-4.0,-6.8,0.0,10.3,1.2
CN(Cc1ccccc1)C(=O)CCC1CCN(C(=O)CCC(F)(F)F)CC1,·,-3.0,-91.9,-104.0,-1.5,0.2,-10.1
O=C(O)c1ccc(-n2cccn2)nc1,-1.2,8.3,8.2,-2.2,0.2,-1.4,-3.7
O=C(NCCN1CCOCC1)C1CCC(CNS(=O)(=O)c2ccc(Cl)cc2)CC1 (configuration not stated),24.4*,-7.1,·,7.4,-3.2,·,-22.3
COCC(=O)Nc1ccc2c(c1)OC[C@H](C)N(C(=O)c1ccccn1)C[C@@H](C)[C@H](OC)CN(C)C2=O,·,35.7,-12.2,-0.8,·,·,11.4
CCC(=O)Nc1ccc2c(c1)C(=O)N(C)C[C@H](OC)[C@H](C)CN(Cc1ccccc1OC)[C@@H](C)CO2,0.4,-9.5,-5.5,-5.7,1.6,22.4*,-17.8
Cc1ccc(-n2c(=S)sc3c(=O)n(-c4ccccc4F)c(SCC(=O)O)nc32)cc1C,2.6,-1.3,14.0,-12.5,0.8,1.4,12.9
O=C(CN1C(=O)C2C3C=CC(C4CC34)C2C1=O)OCC(=O)c1ccccc1 (configuration not stated),·,10.9,10.0,·,·,·,14.4
CC(C)NC(=O)N(C)C[C@H]1OCCCC[C@H](C)Oc2ccc(NS(=O)(=O)c3ccccc3)cc2C(=O)N([C@H](C)CO)C[C@@H]1C,-2.9,-7.7,4.0,1.4,0.0,1.2,-15.9
CN1C(=O)c2ccccc2N(C)C1c1cccc(O)c1 (configuration not stated),-14.6,-9.9,9.1,1.2,-0.1,-6.7,21.1
Cc1ccc(N2C(=O)CC(Sc3ncccc3C(=O)O)C2=O)cc1 (configuration not stated),7.5,-23.7,-5.5,5.2,-0.2,-3.6,·
CCCNC(=O)N1[C@H](CO)[C@H](c2ccccc2)[C@@H]1CNC(=O)C1CC1,-1.4,·,·,·,-2.3,13.6,7.7
CC(C)c1ccc(N(CCc2ccccn2)C(=O)C(C)(C)C)cc1,-2.5,-6.7,11.1,19.4,2.2,?,·
CC1CCN(C(=O)CN2C(=O)NC3(CCCCCC3)C2=O)CC1,-0.6,-15.2,-5.2,-15.0,-3.7,5.1,-5.2
Fc1cccc(/C=N/Nc2ccc(Cl)nn2)c1,-2.2,0.1,-74.3,-31.0,-3.5,-2.4,-47.6
C[C@H](CO)N1C[C@H](C)[C@H](CN(C)S(=O)(=O)c2ccc(F)cc2)OCCCC[C@H](C)Oc2ccc(NC(=O)CCCCCC(=O)Nc3ccccc3N)cc2C1=O,8.6,-2.4,13.5,43.0,0.3,-10.7,-3.4
CN1CCN(c2ccc([N+](=O)[O-])cc2C(=O)N2CCCCC2)CC1,-1.4,0.2,-9.7,-5.7,-1.7,-0.7,-9.3
COCC1CCN(Cc2nc(COc3ccccc3)no2)C1 (configuration not stated),0.0,-4.2,-17.9,1.4,-1.2,-2.2,19.7
O=C(COc1ccc(Cl)cc1)NCc1ccc(F)cc1,-0.4,-2.5,-46.0,6.0,-2.3,-6.8,-11.8
CC1(c2nnc(Cc3ccccc3)o2)CC(c2ccc(Cl)cc2)=NO1 (configuration not stated),5.0,0.6,4.5,-19.2,1.6,?,·
COc1cc2c(cc1OC)-c1cc(Nc3ccc(C)cc3)nc(=O)n1CC2,1.0,21.0,1.0,-4.2,3.5,3.3,-37.5
O=C(C[C@@H]1CC[C@H](NS(=O)(=O)c2ccccc2)[C@@H](CO)O1)N1CCc2ccccc2C1,8.9,1.9,6.8,0.7,-1.3,15.6,-15.2
# (more compounds)
SMILES,SIRT5 inh,ARNT-TACC3 inh,PAX8 reporter,EWS-Fli inh,CASP6 VEID inh,DENV2 CPE rescue,LGR2 antag
CC/C(=N/N=C(/CC)c1ccc(O)cc1)c1ccc(O)cc1,-1.7,4.2,-3.3,27.2,-0.6,-0.7,5.1
CN1CCN(C(=S)c2cn(CCOc3ccccc3)c3ccccc23)CC1,-8.4,4.2,-11.9,-4.8,0.9,-2.1,2.4
CC[C@@H]1C=C(C(=O)O)[C@H](c2cccc(C)c2)N1S(=O)(=O)c1ccc(C)cc1,-4.2,12.7,12.3,2.8,0.2,-1.5,2.7
Cc1ccc(-c2ccc(C#N)c(=O)n2CC(=O)N(C)C)cc1,-1.9,-2.7,1.7,2.5,-1.3,18.7,-43.2
COCC(=O)Nc1ccc2c(c1)C(=O)N(C)C[C@@H](OC)[C@H](C)CN(C(=O)C1CCCC1)[C@H](C)CO2,-1.8,-3.3,·,-3.6,·,1.7,0.9
Cc1ccc(S(=O)(=O)N(C)C)cc1NC(=O)c1ccc2ccccc2n1,8.4,3.0,-19.6,-21.7,3.0,-1.2,-6.7
C[C@@H]1CN([C@@H](C)CO)S(=O)(=O)c2ccc(C#C[C@@H](C)O)cc2O[C@H]1CN(C)Cc1ccncc1,0.0,3.6,·,-4.2,5.1,3.7,-1.3
O=C(CN1CCN(S(=O)(=O)/C=C/c2ccccc2)CC1)NCC(F)(F)F,-2.3,-2.1,6.1,6.6,1.6,-0.6,1.2
COC(=O)c1c(C)[nH]c(C(=O)C(C)OC(=O)c2c(C)noc2C)c1C (configuration not stated),-0.1,14.3,9.3,-0.4,2.5,4.0,-5.4
CCOc1ccc(NS(=O)(=O)c2ccc(Cl)c(C(=O)N(C)Cc3cccnc3)c2)cc1,-1.2,-3.9,-1.1,-0.5,1.3,6.9,10.6
CCCC#Cc1ccc([C@H]2[C@@H](CO)N3CCCCN(Cc4cncnc4)C[C@@H]23)cc1,-0.5,7.9,-9.4,-5.8,-1.1,13.5,-16.3
O=S1(=O)C=C[C@@H](COCc2ccccc2)N1Cc1ccc(Br)cc1,2.8,·,-7.7,1.7,2.3,-2.3,17.4
C[C@H]1CN([C@@H](C)CO)C(=O)c2cccc(NS(=O)(=O)c3ccccc3)c2O[C@@H]1CN(C)Cc1ccc(-c2ccccc2)cc1,1.9,10.3,·,-6.8,0.0,-8.0,7.1

# Structures above that have two or more sulfur atoms (4):
SMILES,SIRT5 inh,ARNT-TACC3 inh,PAX8 reporter,EWS-Fli inh,CASP6 VEID inh,DENV2 CPE rescue,LGR2 antag
Cc1nc(NC(=S)NC(=O)c2ccccc2)sc1C,4.2,-2.9,-103.6,-93.4,-1.1,-3.1,-45.7
Cc1noc(/C=C/c2cccs2)c1S(=O)(=O)N1CCC(C(=O)NCCCN2CCCC(C)C2)CC1 (configuration not stated),1.1,·,15.3,-5.4,-8.1,·,-0.4
C[C@@H]1CN([C@@H](C)CO)C(=O)c2cccc(NS(=O)(=O)c3cccs3)c2O[C@@H]1CN(C)S(=O)(=O)c1ccccc1,-5.0,3.0,·,5.5,36.6*,2.4,21.9
Cc1ccc(-n2c(=S)sc3c(=O)n(-c4ccccc4F)c(SCC(=O)O)nc32)cc1C,2.6,-1.3,14.0,-12.5,0.8,1.4,12.9

# Bioassay records as filed in PubChem BioAssay.
